Peg3 prom inh = reduces Peg3 promoter-driven luciferase expression in HeLa; inhibition, % at 20 µM; 360,000 tested, 1.7% active; HeLa PEG-Prom luciferase reporter, luminescence, overnight;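 active means inhibition of at least 50% at 20 µM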
aDG glyco act = alpha-DG glycosylation activation; Pro5-aDG cells, alpha-DG glycosylation AlphaScreen (IIH6); 0% Pro5, 100% B10-LARGE cell signal; activation, % at 10 µM; 360,000 tested, 0.22% active; AID 624168;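 active means activation of at least 8% versus controls, or a plate z-score of at least 8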;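 further: Pro5 are CHO cells carrying HIG-tagged alpha-DG that lacks glycosylation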
NR2E3 ag-1 = human photoreceptor-specific nuclear receptor agonism; Q9Y5X4; CHO-S Gal4-NCOR/VP16-NR2E3 two-hybrid, luciferase; inhibition of corepressor binding, % at 3.98 µM; 360,000 tested, 0.35% active; AID 602229;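 active means inhibition above the mean of all tested compounds plus 3 SD, cut at about 70% in these data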;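 further: 0% = DMSO with NR2E3 transfected cells and 100% = cells lacking NR2E3 construct; higher means lower luciferase signal from less NR2E3 corepressor binding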
Target sequence (Q9Y5X4 whole entry, looked up, the tested form may be a part): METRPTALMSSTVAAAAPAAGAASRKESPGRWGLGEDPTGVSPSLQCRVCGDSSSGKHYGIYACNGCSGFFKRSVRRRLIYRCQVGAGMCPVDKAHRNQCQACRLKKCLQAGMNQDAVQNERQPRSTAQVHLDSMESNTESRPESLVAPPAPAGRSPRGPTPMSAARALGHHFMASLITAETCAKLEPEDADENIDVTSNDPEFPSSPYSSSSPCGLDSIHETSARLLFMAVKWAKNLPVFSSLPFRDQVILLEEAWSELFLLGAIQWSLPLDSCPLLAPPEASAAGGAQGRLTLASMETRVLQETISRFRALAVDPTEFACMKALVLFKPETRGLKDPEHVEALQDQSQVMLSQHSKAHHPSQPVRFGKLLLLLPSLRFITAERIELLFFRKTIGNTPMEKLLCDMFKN
NR2E3 ag-2 = activates human photoreceptor nuclear receptor NR2E3; Q9Y5X4; GST-NR2E3/biotin-RetCOR TR-FRET, 1536-well; inhibition of corepressor binding, % at 4.78 µM; 320,000 tested, 0.12% active; AID 2300;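 active means percent inhibition above the cutoff of mean plus 3 SD of all tested compounds, set per screening campaign, cut at about 20% in these data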;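 further: 0% = DMSO wells and 100% = biotin wells as full block of FRET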
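Material: NR2E3–RetCOR corepressor complex | Quantity: 1.35 nM GST-tagged NR2E3 final | Schedule: 5 h at 4 °C | Replication: Singlicate compound wells | Reagent: RetCOR corepressor, biotinylated, 7 nM | Controls: Biotin wells as high control, 0.6% DMSO wells as low control | Signal: TR-FRET, Eu(K)-anti-GST donor, streptavidin-D2 acceptor, ex 340, em 617/671 nm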
HIF-2a block = blocks HIF-2a reporter activity | 786-0 RCC cells HIF-2a reporter, luciferase luminescence, overnight | inhibition, % at 18.8 µM | 360,000 tested, 0.72% active;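 active means inhibition of the luminescence signal of 40% or more relative to plate controls, in a single-dose primary screen at 18.75 µM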
CF NFkB inh = cystic fibrosis NF-kB activation inhibition | KKLEB NF-kB-GFP reporter, PAF-induced, GFP fluorescence overnight | 360,000 tested, 0.86% active | AID 588850 | inhibition, % at 5 µM;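 active means at least 50% inhibition at 5 µM, scaled per plate between neutral and stimulator controls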;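 further: PAF is a Pseudomonas aeruginosa culture filtrate used as stimulus; plate controls were PAF-stimulated DMSO wells for no effect and unstimulated DMSO wells for full effect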
iPSC survival up = enhancers of human iPSC single-cell survival; hiPSC single-cell survival, ATPlite luminescence; 100% = ROCK inhibitor wells, 0% = DMSO; survival enhancement, % at 20 µM; 360,000 tested, 0.044% active; AID 602274; in the data active means survival enhancement above about 18%;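 further: cells exposed to compounds for 16 hours before the ATP read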
TRPM1 prom inh = inhibitors of MITF-driven TRPM1 promoter in melanoma cells; SK-MEL-5 TRPM1 promoter luciferase, 24 h; inhibition, % at 12.5 µM; 330,000 tested, 0.83% active;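 active means mean inhibition across replicates of 60% or more, whatever share of single replicates reaches that level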; further: values of inactives mirror those of a sister screen read the other way
Shn3 inh set2 = Schnurri-3 reporter inhibition in Clone20 osteoblasts | inhibition, % at 12.5 µM | 360,000 tested, 0.52% active | AID 588674 | Clone20 osteoblast Shn3 3'UTR firefly luciferase, 24 h;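 active means mean inhibition of at least 75% with every replicate also reaching 75%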;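 further: 0% = median of neutral control wells and 100% = pilot-screen positive control compound; some compounds past the cut are filed as inactive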
TWEAK-Fn14 inh = blocks TWEAK-Fn14 interaction in a reporter cell assay. TWEAK-stimulated Fn14 reporter cells, luciferase luminescence, 8 h. inhibition, % at 10 µM. 360,000 tested, 2% active. AID 1159606; in the data active means inhibition above about 50%
KKLEB cytotox = reduces viability of KKLEB cystic fibrosis airway cells; KKLEB CF airway cells viability, ATPlite luminescence, overnight; stronger effect = lower value; cells stimulated with P. aeruginosa culture filtrate; activity change (cytotoxicity), % at 5 µM; 360,000 tested, 0.36% active; AID 602141;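 active means corrected activity change at or below -50% at 5 µM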
Active calls of the source: *. Compounds were not picked by outcome. About 4.4% of those tested had a hit in this group.

CN1CCN([C@H]2CS(=O)(=O)N[C@@H]2COCc2ccccc2)CC1 was read as Peg3 prom inh -11, aDG glyco act 0.2, NR2E3 ag-1 -3, HIF-2a block -1, CF NFkB inh 8, iPSC survival up -0.2, Shn3 inh set2 -1, TWEAK-Fn14 inh -3 and KKLEB cytotox -4.
For CCOC(=O)c1ccccc1NC(=O)COC(=O)CSc1ccccc1 the results were Peg3 prom inh 22, aDG glyco act -0.2, NR2E3 ag-1 11, NR2E3 ag-2 5, HIF-2a block 2, CF NFkB inh -3, iPSC survival up -0.4, TRPM1 prom inh 0, Shn3 inh set2 -13, TWEAK-Fn14 inh 5 and KKLEB cytotox 5.
Screening COc1ccc(/C=C2\C(=O)N(c3c(Cl)cc(Cl)cc3Cl)N=C2NC(=O)c2cccc([N+](=O)[O-])c2)cc1 returned Peg3 prom inh 77*, aDG glyco act -0.1, NR2E3 ag-1 -15, NR2E3 ag-2 4, HIF-2a block 45*, CF NFkB inh -15, iPSC survival up 3.2, TRPM1 prom inh 20, Shn3 inh set2 63, TWEAK-Fn14 inh 44 and KKLEB cytotox -1.
For CCCCn1c(N)c(N(CCOC)C(=O)C2CCN(S(=O)(=O)c3ccc(Cl)cc3)CC2)c(=O)[nH]c1=O the results were Peg3 prom inh 10, aDG glyco act 0.4, NR2E3 ag-1 20, NR2E3 ag-2 -1, HIF-2a block 10, CF NFkB inh 0, iPSC survival up -0.3, TRPM1 prom inh -1, Shn3 inh set2 -22, TWEAK-Fn14 inh -4 and KKLEB cytotox -3.
COc1cccc(CNc2nc3cc(-c4cccc(C(F)(F)F)c4)sc3c(=O)n2C)c1OC was read as Peg3 prom inh 7, aDG glyco act 0.3, NR2E3 ag-1 -8, HIF-2a block -16, CF NFkB inh 9, iPSC survival up 1.3, Shn3 inh set2 13, TWEAK-Fn14 inh 38 and KKLEB cytotox -8.
CN(C)C(=O)c1cc(C(=O)c2ccc(F)cc2F)c[nH]1 was read as Peg3 prom inh -44, aDG glyco act 0.0, NR2E3 ag-1 -51, NR2E3 ag-2 -5, HIF-2a block -73, CF NFkB inh 10, iPSC survival up -0.3, TRPM1 prom inh -5, Shn3 inh set2 -9, TWEAK-Fn14 inh 45 and KKLEB cytotox -10.
For CCC1CCCCN1C(=O)c1cc(COc2ccc3ncccc3c2)on1 (stereo not drawn) the results were Peg3 prom inh 3, aDG glyco act 7.6*, NR2E3 ag-1 83*, NR2E3 ag-2 -4, HIF-2a block 4, CF NFkB inh 26, iPSC survival up 0.8, TRPM1 prom inh 10, Shn3 inh set2 88*, TWEAK-Fn14 inh 38 and KKLEB cytotox -2.
Screening C#Cc1ccc(CN2CCN(CCCc3ccccc3)C(CCO)C2)cc1 (stereo not drawn) returned Peg3 prom inh -2, aDG glyco act 0.6, NR2E3 ag-1 -22, NR2E3 ag-2 -2, HIF-2a block 3, CF NFkB inh -2, iPSC survival up -0.7, TRPM1 prom inh 2, Shn3 inh set2 12, TWEAK-Fn14 inh 4 and KKLEB cytotox -30.
COc1cc(C)ccc1S(=O)(=O)NC(=O)C1(C)CCN1C(=O)Cc1ccc(Cl)cc1Cl (stereo not drawn) was read as Peg3 prom inh 0, aDG glyco act -0.4, NR2E3 ag-1 -7, HIF-2a block 14, CF NFkB inh -23, iPSC survival up 2.1, Shn3 inh set2 -5, TWEAK-Fn14 inh -2 and KKLEB cytotox 6.
For Nc1[nH]n2c(=O)cc(-c3ccccc3)nc2c1N=Nc1ccccc1 the results were Peg3 prom inh 28, aDG glyco act 2.6, NR2E3 ag-1 6, NR2E3 ag-2 2, HIF-2a block -2, CF NFkB inh -93, iPSC survival up 0.0, TRPM1 prom inh 3, Shn3 inh set2 9, TWEAK-Fn14 inh -5 and KKLEB cytotox 9.
`C=CCn1c(SCC(=O)NCc2ccco2)nc2sc3c(c2c1=O)CCCC3` gave Peg3 prom inh 13, aDG glyco act 0.1, NR2E3 ag-1 -21, NR2E3 ag-2 -3, HIF-2a block 16, CF NFkB inh -8, iPSC survival up 0.1, TRPM1 prom inh 6, Shn3 inh set2 24, TWEAK-Fn14 inh -9 and KKLEB cytotox -2.
For COc1ccc(N2C(=S)NC3c4cc(Cl)ccc4OC2(C)C3C(=O)N(C)C)cc1 (stereo not drawn) the results were Peg3 prom inh 31, aDG glyco act -0.1, NR2E3 ag-1 -3, NR2E3 ag-2 -1, HIF-2a block 18, CF NFkB inh 3, iPSC survival up 1.7, TRPM1 prom inh 11, Shn3 inh set2 20, TWEAK-Fn14 inh 7 and KKLEB cytotox -7.

Arranged by heavy-atom count (falling): three of the compounds above
Screening C#Cc1ccc(CN2CCN(CCCc3ccccc3)C(CCO)C2)cc1 (stereo not drawn) returned Peg3 prom inh -2, aDG glyco act 0.6, NR2E3 ag-1 -22, NR2E3 ag-2 -2, HIF-2a block 3, CF NFkB inh -2, iPSC survival up -0.7, TRPM1 prom inh 2, Shn3 inh set2 12, TWEAK-Fn14 inh 4 and KKLEB cytotox -30.
For CCOC(=O)c1ccccc1NC(=O)COC(=O)CSc1ccccc1 the results were Peg3 prom inh 22, aDG glyco act -0.2, NR2E3 ag-1 11, NR2E3 ag-2 5, HIF-2a block 2, CF NFkB inh -3, iPSC survival up -0.4, TRPM1 prom inh 0, Shn3 inh set2 -13, TWEAK-Fn14 inh 5 and KKLEB cytotox 5.
CN(C)C(=O)c1cc(C(=O)c2ccc(F)cc2F)c[nH]1 was read as Peg3 prom inh -44, aDG glyco act 0.0, NR2E3 ag-1 -51, NR2E3 ag-2 -5, HIF-2a block -73, CF NFkB inh 10, iPSC survival up -0.3, TRPM1 prom inh -5, Shn3 inh set2 -9, TWEAK-Fn14 inh 45 and KKLEB cytotox -10.

The list continues.
`Cc1ccc(S(=O)(=O)CCC(=O)Nc2nnc(-c3cccs3)o2)cc1` gave Peg3 prom inh -12, aDG glyco act 0.9, NR2E3 ag-1 -5, NR2E3 ag-2 1, HIF-2a block -2, CF NFkB inh 12, iPSC survival up -0.5, TRPM1 prom inh 5, Shn3 inh set2 -2, TWEAK-Fn14 inh -2 and KKLEB cytotox 3.
`C=C(C)CSc1nnc2n(Cc3ccccc3)c(=O)c3c4c(sc3n12)CCC4` gave Peg3 prom inh 21, aDG glyco act -0.2, NR2E3 ag-1 0, HIF-2a block 12, CF NFkB inh 17, iPSC survival up -3.7, TRPM1 prom inh 0, Shn3 inh set2 8, TWEAK-Fn14 inh 7 and KKLEB cytotox -16.
COc1ccc(OC)c(NC2=NC3(CCCC3)N=C(N)N2)c1 was read as Peg3 prom inh 16, aDG glyco act -0.2, NR2E3 ag-1 -1, NR2E3 ag-2 1, HIF-2a block 18, CF NFkB inh 4, iPSC survival up 0.2, TRPM1 prom inh 4, Shn3 inh set2 7, TWEAK-Fn14 inh 15 and KKLEB cytotox 5.
CC1(C)N=C(SCC(=O)Nc2ccc(Cl)cc2)C(c2ccccc2)=N1 was read as Peg3 prom inh 12, aDG glyco act 0.7, NR2E3 ag-1 -6, NR2E3 ag-2 2, HIF-2a block 28, CF NFkB inh -2, iPSC survival up 2.2, TRPM1 prom inh 9, Shn3 inh set2 -14, TWEAK-Fn14 inh -2 and KKLEB cytotox -6.
O=C(CN1CCCCCC1)Nc1ccc(Cl)cc1F was read as Peg3 prom inh -18, aDG glyco act 0.4, NR2E3 ag-1 18, NR2E3 ag-2 3, HIF-2a block -16, CF NFkB inh -2, iPSC survival up 0.1, TRPM1 prom inh -7, Shn3 inh set2 -6, TWEAK-Fn14 inh 18 and KKLEB cytotox 0.
CN(C(=O)c1ccc(COc2ccccc2Cl)o1)c1ccccc1 was read as Peg3 prom inh -15, aDG glyco act 0.1, NR2E3 ag-1 -13, NR2E3 ag-2 0, HIF-2a block -56, CF NFkB inh 4, iPSC survival up -0.7, TRPM1 prom inh -8, Shn3 inh set2 7, TWEAK-Fn14 inh -33 and KKLEB cytotox -4.
Screening COc1ccccc1OCC(=O)N/N=C1\CCCCc2ccccc21 returned Peg3 prom inh -12, aDG glyco act -0.1, NR2E3 ag-1 -17, NR2E3 ag-2 -1, HIF-2a block -26, CF NFkB inh 6, iPSC survival up -0.7, TRPM1 prom inh -9, Shn3 inh set2 -6, TWEAK-Fn14 inh -3 and KKLEB cytotox -2.
`CCOC(=O)C1CCCN(C2=NC(=O)/C(=C/c3ccc(OC)c(OC)c3)S2)C1` (stereo not drawn) gave Peg3 prom inh 13, aDG glyco act 0.1, NR2E3 ag-1 -28, NR2E3 ag-2 -2, HIF-2a block 7, CF NFkB inh 8, iPSC survival up 1.9, TRPM1 prom inh -10, Shn3 inh set2 -11, TWEAK-Fn14 inh -21 and KKLEB cytotox 4.
`Fc1ccc2nc(C3CCN(Cc4nc(CC5CC5)no4)CC3)[nH]c2c1` gave Peg3 prom inh 19, aDG glyco act 0.3, NR2E3 ag-1 -3, NR2E3 ag-2 4, HIF-2a block 16, CF NFkB inh 7, iPSC survival up -0.5, TRPM1 prom inh 7, Shn3 inh set2 3, TWEAK-Fn14 inh -7 and KKLEB cytotox -8.
Screening COc1ccccc1/C=C/C(=O)OCC(=O)N1c2ccccc2CC1C (stereo not drawn) returned Peg3 prom inh -11, aDG glyco act -0.1, NR2E3 ag-1 -14, NR2E3 ag-2 1, HIF-2a block -12, CF NFkB inh -16, iPSC survival up -0.5, TRPM1 prom inh -3, Shn3 inh set2 -4, TWEAK-Fn14 inh 10 and KKLEB cytotox 11.
Screening CCC(C)(C)NC(=O)C(OC(=O)c1cc2sccc2n1C)c1ccc(OC)cc1 (stereo not drawn) returned Peg3 prom inh 10, aDG glyco act 0.1, NR2E3 ag-1 -9, NR2E3 ag-2 -2, HIF-2a block 18, CF NFkB inh 9, iPSC survival up -1.1, TRPM1 prom inh -4, Shn3 inh set2 17, TWEAK-Fn14 inh -5 and KKLEB cytotox -4.
For ClC(Cl)(Cl)c1nc2ccccc2n2nncc12 the results were Peg3 prom inh 79*, aDG glyco act -0.2, NR2E3 ag-1 20, NR2E3 ag-2 2, HIF-2a block 32, CF NFkB inh 11, iPSC survival up -0.6, TRPM1 prom inh 39, Shn3 inh set2 8, TWEAK-Fn14 inh 7 and KKLEB cytotox -9.
`COc1ccc(-c2noc(-c3ccccc3C(=O)NCc3ccco3)n2)cc1` gave Peg3 prom inh -32, aDG glyco act 0.1, NR2E3 ag-1 -26, NR2E3 ag-2 -2, HIF-2a block -91, CF NFkB inh -2, iPSC survival up -3.1, TRPM1 prom inh -22, Shn3 inh set2 -21, TWEAK-Fn14 inh 26 and KKLEB cytotox 7.

Compound activity deposited in PubChem BioAssay by several laboratories.
